RGS4-Gao reg: modulates binding of RGS4 to human Galphao; P09471; Multiplexed bead flow cytometry; actives lie on both sides; binding response (% of control), % at 10 µM; actives 0.33% (n = 220,000); AID 1415; in the data active = binding response below about 49% or above about 150%; inactive = in between;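 also: fluorescent Galphao activated with aluminum fluoride binding bead-coupled RGS4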
Target sequence (P09471 whole entry, looked up): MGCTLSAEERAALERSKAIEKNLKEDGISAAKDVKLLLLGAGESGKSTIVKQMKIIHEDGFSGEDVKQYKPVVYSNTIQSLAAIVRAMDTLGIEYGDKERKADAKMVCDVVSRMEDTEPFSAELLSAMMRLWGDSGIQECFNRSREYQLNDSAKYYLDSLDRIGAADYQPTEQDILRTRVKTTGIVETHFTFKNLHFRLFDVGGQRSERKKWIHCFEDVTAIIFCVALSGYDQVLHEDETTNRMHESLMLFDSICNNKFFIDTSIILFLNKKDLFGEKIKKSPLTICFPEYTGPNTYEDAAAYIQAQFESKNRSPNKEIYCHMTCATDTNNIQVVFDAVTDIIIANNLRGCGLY
Bcl-2 Bim block: disrupts Bim peptide binding to human Bcl-2; actives 0.06% (n = 190,000); Bead-based flow cytometry, Bim peptide-Bcl-2 binding; inhibition, % at 10 µM; AID 950; P10415; in the data active = inhibition above about 40%; inconclusive = no clear call, values can overlap the other calls;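 also: 0% = no compound wells with probe peptide and 100% = reference peptide inhibitor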
Target sequence (P10415 whole entry, looked up): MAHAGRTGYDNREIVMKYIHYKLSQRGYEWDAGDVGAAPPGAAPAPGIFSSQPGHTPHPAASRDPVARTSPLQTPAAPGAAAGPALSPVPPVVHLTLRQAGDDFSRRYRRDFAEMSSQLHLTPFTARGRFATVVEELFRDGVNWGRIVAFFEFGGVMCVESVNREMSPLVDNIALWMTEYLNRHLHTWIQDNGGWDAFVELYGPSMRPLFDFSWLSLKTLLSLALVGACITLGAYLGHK
RGS7-Gao: regulators of human RGS7-Galphao interaction | binding response (% of control), % at 10 µM | actives 0.35% (n = 220,000) | P09471 | Multiplexed bead flow cytometry, RGS7-Galphao binding; actives lie on both sides; in the data active = binding response below about 49% or above about 150%; inconclusive = no clear call, values can overlap the other calls; inactive = in between;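 also: fluorescent Galphao held in activated GDP-AlF4 state binding bead-coupled RGS7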
Bim-Bcl-B: inhibitors of Bim-Bcl-B interaction, human | Q9HD36 | actives 0.073% (n = 190,000) | bead-based flow cytometry, Bim peptide-Bcl-B binding | inhibition, % at 10 µM;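 also: 0% = tracer peptide without compound and 100% = reference inhibitor peptide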
Target sequence (Q9HD36 whole entry, looked up): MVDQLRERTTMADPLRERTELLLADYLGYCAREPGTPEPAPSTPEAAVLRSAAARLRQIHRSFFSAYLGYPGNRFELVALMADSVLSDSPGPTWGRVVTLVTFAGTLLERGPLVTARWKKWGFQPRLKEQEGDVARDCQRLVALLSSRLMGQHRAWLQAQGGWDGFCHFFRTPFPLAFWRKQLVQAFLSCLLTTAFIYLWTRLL
Bfl-1 Bim block: disrupts Bim binding to human Bfl-1 | Bead-based flow cytometry, Bim-Bfl-1 binding inhibition | inhibition, % at 10 µM | actives 0.12% (n = 190,000) | AID 1008;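 also: 0% = wells without compound plus tracer and 100% = blocker peptide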
ABCB1 block: blocks JC-1 efflux by human ABCB1 transporter; inhibition, % at 6.6 µM; actives 0.067% (n = 190,000); AID 1326; CCRF-Adr cells, flow cytometry; P08183; in the data active = inhibition above about 40%;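 also: 0% = vehicle and 100% = reference inhibitor; higher value means more JC-1 retained so stronger ABCB1 efflux block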
Bim-Mcl-1: human Bim-Mcl-1 interaction inhibition | Q07820 | actives 0.1% (n = 190,000) | inhibition, % at 10 µM | Bead-based flow cytometry, Bim peptide-Mcl-1 binding;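 also: 0% = no compound tracer wells and 100% = peptide blocker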
Bcl-W Bim block: disrupts Bim peptide binding to human Bcl-W | Q92843 | bead-based flow cytometry | inhibition, % at 10 µM | actives 0.02% (n = 190,000);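 also: 0% = bound tracer without compound and 100% = peptide blocker; higher means less fluorescent Bim peptide bound to Bcl-W beads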
Bim-Bcl-XL: disrupts Bim peptide binding to human Bcl-XL; Q07817; bead flow cytometry, fluorescence; inhibition, % at 10 µM; actives 0.04% (n = 190,000); AID 1007
Target sequence (Q07817 whole entry, looked up): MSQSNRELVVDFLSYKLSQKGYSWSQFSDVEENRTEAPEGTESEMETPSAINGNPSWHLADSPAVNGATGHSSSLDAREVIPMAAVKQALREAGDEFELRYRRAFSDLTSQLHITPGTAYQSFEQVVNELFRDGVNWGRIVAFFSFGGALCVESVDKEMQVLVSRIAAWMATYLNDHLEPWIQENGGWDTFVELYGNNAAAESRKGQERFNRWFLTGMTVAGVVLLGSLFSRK
RGS8-Gao reg: modulates binding of RGS8 to human Galphao. actives 0.34% (n = 220,000). P09471. multiplexed bead flow cytometry; actives lie on both sides. response (percent of control binding), % at 10 µM; in the data active = response below about 60% or above about 140%; inactive = in between;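 also: Galphao activated as the GDP aluminium fluoride complex binding bead-coupled RGS8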
ABCG2 inh: inhibitors of human ABCG2 transporter, ABCB1 counter-screen; Q9UNQ0; IgMXP3 cells, JC-1 efflux, flow cytometry; inhibition, % at 6.6 µM; actives 0.1% (n = 190,000); AID 1325;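 active = inhibition above 80%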;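 also: 0% = DMSO and 100% = nicardipine control wells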
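System: two drug-resistant human cell lines, ABCG2 and ABCB1; controls: nicardipine high and DMSO low controls; times: 10 min exposure at 25 °C with rotation, no wash; detection: flow cytometry of retained JC-1 fluorescence; read-out basis: percent efflux inhibition, scaled nicardipine 100% to DMSO 0%; doses: one concentration, 6.6 µM final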
Active calls of the source: *; ? = inconclusive. Rule as the data show it, unless noted: active = inhibition above about 40%.

SMILES	RGS4-Gao reg	Bcl-2 Bim block	RGS7-Gao	Bim-Bcl-B	Bfl-1 Bim block	ABCB1 block	Bim-Mcl-1	Bcl-W Bim block	Bim-Bcl-XL	RGS8-Gao reg	ABCG2 inh
O=C1CCCC2=C1C(c1ccc(O)cc1)c1c(ccc3ccccc13)N2 (stereo unspecified)	101	-1	?	-6	-1	1.5	0	1	-2	97	5
CCn1c2ccc(F)cc2c2nc3ccccc3nc21	100	5	101	-28	0	-0.5	5	-1	5	97	14
CCOc1ccc(N(C(C)C(=O)N/N=C(\C)C(C)(C)C)S(C)(=O)=O)cc1 (stereo unspecified)	94	-1	95	-5	-2	0.4	-6	-4	-3	96	14
O=C(Nc1ccc(Br)cc1)c1csc(-c2ccncc2)n1	98	-3	?	-6	-6	0.0	9	-3	-1	100	9
C=CCn1c2ccccc2c2nnc(SCC(=O)OCN3C(=O)c4ccccc4C3=O)nc21	98	-7	102	-12	-6	1.3	-3	-7	-6	102	3
O=C1/C(=C\c2ccco2)SC(=S)N1Cc1ccccc1	99	-2	103	-14	-6	0.5	2	4	2	99	1
Cc1nnc(NC(=O)CSc2nc(C(C)C)nc3sc(C)c(C)c23)s1	103	-7	102	-11	-16	1.4	-5	-4	-7	102	27
Cc1ccc(-c2nn(-c3cccc(F)c3)cc2CNCc2cccnc2)o1	106	-2	100	-7	1	1.3	-3	0	-6	101	11
Cc1oc(-c2ccccc2Cl)nc1CN1CCCC1c1ccc(F)cc1 (stereo unspecified)	92	0	81	-1	-4	0.7	-1	-2	-3	94	6
N/C(=N\OC(=O)Cc1cccc2ccccc12)c1ccccn1	101	-4	99	-5	-1	1.3	-1	-3	-3	94	5
Nc1nnc(SCC(=O)Nc2ccc(Cl)c(C(=O)O)c2)s1	106	-2	105	-3	-5	-0.3	-1	0	-6	104	-2
Cc1nc(N)sc1-c1nnc(SCC(=O)Nc2nccs2)n1C	97	-10	97	-6	-17	0.6	-5	-2	-8	99	7
O=C(CN1CCOCC1)N1CCCc2ccccc21	99	5	103	0	-4	0.2	1	3	1	102	0
O=C(O)CC(Cc1ccccc1)C(=O)Nc1ccc([N+](=O)[O-])cc1 (stereo unspecified)	104	-6	102	-7	-14	0.6	-3	-5	-9	104	5
Cc1cccc(C(=O)OCc2cncs2)c1	101	2	?	3	4	0.2	3	0	-1	100	2
S=c1[nH]cc(-c2ccccc2)n1-c1ccccc1Cl	97	-12	105	26	-14	0.3	-8	-3	-4	94	-4
CC(=O)Nc1cc(NC(C)=O)c(CC(C)C)s1	97	-5	97	-4	-9	0.1	-1	2	-4	98	1
COc1ccc(CCNC(=O)CSc2nc(O)c(CCC(C)C)c(=O)[nH]2)cc1OC	95	1	98	-5	0	0.2	-4	-5	-6	85	1
CN1C(=O)CC(N2CCC(c3nc4ccccc4s3)CC2)C1=O (stereo unspecified)	102	-11	100	-2	-12	0.1	0	0	0	97	22
C=CCc1ccc(OCCOCCNCCOC)c(OC)c1	102	1	97	2	-6	0.1	2	7	2	97	1
CCCCCOc1ccc(CN2CCOCC2)cc1Cl	99	4	93	3	3	0.9	6	-1	0	90	4
N/C(=N\OC(=O)c1ccc2c(c1)OCO2)c1cccnc1	99	0	105	0	-5	0.2	2	-2	-2	98	3
Cc1cccc(-n2c(SCc3ccc([N+](=O)[O-])cc3)nnc2-c2c[nH]c3ccccc23)c1	102	-1	99	-1	-4	9.5	4	2	1	103	23
Cn1c(CN2CCCCC2)nc2cc(NC(=O)c3cccs3)ccc21	106	-3	99	-5	-11	1.1	-1	0	9	101	4
C#CCOC(=O)CCCNc1ccc([N+](=O)[O-])cc1[N+](=O)[O-]	96	-10	97	-9	-18	0.9	-3	-1	-7	101	32

Other structures.
SMILES	RGS4-Gao reg	Bcl-2 Bim block	RGS7-Gao	Bim-Bcl-B	Bfl-1 Bim block	ABCB1 block	Bim-Mcl-1	Bcl-W Bim block	Bim-Bcl-XL	RGS8-Gao reg	ABCG2 inh
COc1ccc(/C=N/NC(=O)c2ccncc2)cc1CN1CCN(c2ccc(F)cc2)CC1	101	-1	106	0	1	3.7	-2	-1	0	102	3
CN(Cc1ccccc1)C(=O)c1ccccc1NC(=O)c1ccccc1	99	-2	104	0	-6	-0.4	0	-2	-2	101	0
O=c1c2cc(Br)ccc2nc2n1CCCCC2	99	-2	102	-1	-1	0.5	-2	-6	-1	103	2
C=CCn1c(C)c(C(C)=O)c(N2CCN(c3ccccc3)CC2)nc1=S	116	-2	114	-1	0	-0.1	-2	-3	-3	113	0
O=C(COc1ccc(S(=O)(=O)N2CCCC2)cc1Cl)NCc1ccc2c(c1)OCO2	101	-2	100	0	-1	0.5	-2	-1	-1	99	4
O=C(CNCc1ccc(Cl)cc1)NCc1ccco1	99	0	100	-3	0	0.7	-4	-2	-4	102	5
CCN1C(=O)/C(=C/N2CC(C)CC(C)C2)SC1=S (stereo unspecified)	101	-3	100	-5	-1	-0.1	-3	-4	0	101	0
O=C(Nc1ccccc1N1CCCCC1)c1ccc(-c2ccc(Cl)cc2)o1	97	-3	98	-9	-18	0.4	-2	-5	-5	99	3
CC(NC(=O)c1ccccc1NC(=O)c1ccco1)C(=O)O (stereo unspecified)	107	1	108	7	9	-0.2	3	3	8	100	-2
COc1ccccc1OCc1ccc(C(=O)NCC(C)C)o1	99	1	108	0	-5	0.7	1	-1	0	103	14
Cc1ccc(-c2nc3ncccc3o2)cc1NC(=O)CC(C)C	99	1	100	-2	-1	0.3	-3	-3	-8	105	6
CN(Cc1ccccc1)c1nc(-c2ccc([N+](=O)[O-])cc2)nc2ccccc12	105	-11	103	-9	-15	-1.0	0	-1	-10	105	50
CC1CN(CC(=O)c2c(N)n(Cc3ccccc3)c(=O)n(C)c2=O)CC(C)O1 (stereo unspecified)	107	-7	100	-2	-6	0.2	-8	-10	-8	108	2
CN1/C(=C\C=N\NC(=O)c2ccc(O)cc2)C(C)(C)c2ccccc21	104	4	105	-5	0	0.7	-4	-3	-6	100	4
O=C(CCc1nnc(-c2ccsc2)o1)N1CCCCC1CCn1ccnc1 (stereo unspecified)	103	-2	103	0	-3	0.4	0	-2	-1	103	0
CCOC(=O)c1c(-c2ccsc2)csc1N	99	-5	99	-6	-10	0.3	0	1	-14	101	2
O=C(NCCCn1ccnc1)c1cc2ccccc2o1	106	-2	?	0	-6	0.1	0	-1	-3	103	2
O=C(O)C1C2C=CC3(CN(Cc4ccncc4)C(=O)C13)O2 (stereo unspecified)	101	-7	103	-5	-14	0.5	1	-1	-5	98	3
Cc1ccc(NC(=O)CNC(c2ccccc2)c2ccccc2)c(F)c1	98	-2	101	-2	-6	0.4	2	0	-2	99	15
CCOC(=O)/C(C#N)=C/c1c(Oc2cc(C)cc(C)c2)nc2ccccn2c1=O	102	-8	104	-5	-9	17	-3	-6	-10	106	25
CCC(C)NC(=O)CSc1nc2c(sc3ccccc32)c(=O)n1CCCN1CCOCC1 (stereo unspecified)	104	0	105	0	1	0.9	-4	0	0	122	3
COc1ccc(C(=O)Nc2ccc(Oc3ncnc4sc(-c5ccccc5)cc34)cc2)cc1OC	98	-6	96	-10	-15	0.6	-2	-7	-8	98	9
CC(C)n1cc(NC(=O)c2cc(-c3ccccc3)on2)cn1	101	-16	96	-16	-12	0.0	-18	2	0	100	12
Cc1nc(Nc2ccccc2Cl)sc1C(=O)Nc1ccccc1	101	-8	99	-9	-8	0.1	-3	-6	-6	98	14
CN1CCN(C(=O)c2ccc(-n3cccc3)cc2)CC1	102	-2	100	-3	-7	0.1	0	1	-1	100	1

(continued)
SMILES	RGS4-Gao reg	Bcl-2 Bim block	RGS7-Gao	Bim-Bcl-B	Bfl-1 Bim block	ABCB1 block	Bim-Mcl-1	Bcl-W Bim block	Bim-Bcl-XL	RGS8-Gao reg	ABCG2 inh
Cc1ccc(S(=O)(=O)N2CCC(C(=O)NCc3cccnc3)CC2)cc1	99	-2	99	-1	-3	-2.7	-2	-2	0	101	-2
CCCS(=O)(=O)c1c(S(=O)(=O)CCC)c2c(N)cccn2c1C(=O)c1ccc(F)cc1	104	-7	107	-6	-4	1.1	-4	3	-4	104	0
NC(=O)c1cc([N+](=O)[O-])ccc1NCCN1C(=O)c2ccccc2C1=O	102	-7	98	-6	-5	1.2	-4	-6	-2	100	14
CCOc1cc(/C=N/NC(=O)c2cc(-c3cccnc3)nc3ccccc23)ccc1O	94	-4	?	0	-2	0.1	2	2	3	94	12
CCN(CC)C(=O)C1CC(c2ccc(OC)cc2)=NO1 (stereo unspecified)	101	-1	102	-3	1	0.1	-1	-2	-4	102	0
CCOc1cc(C)c(C(C)C)cc1S(=O)(=O)N1CCOCC1	103	-8	101	-7	-10	2.3	-2	0	-7	104	0
O=C(NC1CCCCC1)N1CCN(CCc2ccccc2)CC1	101	-16	99	-11	-22	0.5	-6	-3	-18	101	11
O=C(CCc1nc(-c2ccccc2F)no1)Nc1ccc(Oc2ccccc2)cc1	101	-1	98	-3	-6	0.7	1	3	0	101	6
COc1cccc(-n2c([S-])c(C(=O)Nc3ccc(C(F)(F)F)cc3)[n+]3ccccc23)c1	107	-4	?	-13	-2	0.6	0	-8	-7	102	9
Cc1ccc(-n2c(C)cc(C(=O)NS(=O)(=O)c3ccc(C)cc3)c2C)cc1	101	0	101	-7	-5	-0.5	-7	-7	-10	93	-3
Cc1ccc(Cn2ncc3c(N4CCCC4)ncnc32)cc1	101	-8	104	-5	-11	0.0	-7	1	2	104	7
O=C(NCCCN1CCCC1=O)c1cc(-c2ccc3c(c2)OCO3)nc2ccccc12	108	-2	?	-1	-2	1.0	-1	0	0	105	7
c1ccc(CCn2cnc3ccccc32)cc1	101	1	102	-4	-7	0.7	2	-3	-2	100	3
Cc1oc(-c2cccc(F)c2)nc1CN(Cc1ccccc1)C[C@@H]1CCC(=O)N1	101	0	101	-2	-4	2.2	3	0	-2	102	2
COC(=O)C1=C(C)N(C)C(=O)NC1c1ccccc1 (stereo unspecified)	97	0	97	0	0	0.1	0	3	2	98	2
CCOC(=O)c1oc2ccc(S(=O)(=O)n3nc(-c4ccc(Cl)cc4)cc3N)cc2c1C	105	-12	94	-10	-11	-3.4	0	1	-6	99	-5
N#C/C(=C\c1ccc(O)c([N+](=O)[O-])c1)C(=O)NCc1ccccc1	95	0	89	0	-5	-0.2	0	0	0	97	2
Cc1ccc(OCC(=O)Nc2ccc(S(=O)(=O)Nc3ccccn3)cc2)c(C)c1	105	-10	112	-15	-7	0.2	-4	-2	-10	103	4

6 compounds from above, arranged by count of non-hydrogen atoms, rising:
SMILES	RGS4-Gao reg	Bcl-2 Bim block	RGS7-Gao	Bim-Bcl-B	Bfl-1 Bim block	ABCB1 block	Bim-Mcl-1	Bcl-W Bim block	Bim-Bcl-XL	RGS8-Gao reg	ABCG2 inh
O=C(CN1CCOCC1)N1CCCc2ccccc21	99	5	103	0	-4	0.2	1	3	1	102	0
O=C1/C(=C\c2ccco2)SC(=S)N1Cc1ccccc1	99	-2	103	-14	-6	0.5	2	4	2	99	1
O=C(O)CC(Cc1ccccc1)C(=O)Nc1ccc([N+](=O)[O-])cc1 (stereo unspecified)	104	-6	102	-7	-14	0.6	-3	-5	-9	104	5
Cc1nnc(NC(=O)CSc2nc(C(C)C)nc3sc(C)c(C)c23)s1	103	-7	102	-11	-16	1.4	-5	-4	-7	102	27
Cc1oc(-c2cccc(F)c2)nc1CN(Cc1ccccc1)C[C@@H]1CCC(=O)N1	101	0	101	-2	-4	2.2	3	0	-2	102	2
COc1ccc(C(=O)Nc2ccc(Oc3ncnc4sc(-c5ccccc5)cc34)cc2)cc1OC	98	-6	96	-10	-15	0.6	-2	-7	-8	98	9

Compounds were not picked by outcome; overall some 0.94% were active at least once.
